Screens as filed in PubChem.
HIF activator – HIF pathway transcriptional activators, primary screen, cell-based, U2OS HRE-luciferase, luminescence; U2OS HRE-luciferase reporter; normalized: DMSO 0%, desferrioxamine 100%; AID 1910, 2009; 300,000 compounds, 0.32% hits; activation, % at 7.5 µM (by protocol);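 active = mean activation of at least 10% of the iron chelator positive control signal, with at least half of replicates also reaching 10%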
KLF5 inh – KLF5 expression inhibitors, primary screen, DLD-1 cells, luminescence; 290,000 compounds, 0.23% hits; inhibition, % at 5 µM; DLD-1 KLF5 promoter-luciferase reporter; AID 1700, 2009;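 active = inhibition above a per-plate limit of that plate's mean compound inhibition plus 3 SD, cut at about 60% in these data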;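 also: 0% = DMSO wells and 100% = LY294002 at 200 µM; higher means less KLF5 promoter-driven luciferase light; inactives centre near -14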
aSyn 5UTR inh – MLPCN primary screen, SNCA 5' untranslated region. alpha-synuclein 5'UTR reporter, inhibitor activity. inhibition, % (tested at 7.5 µM). 300,000 compounds, 0.82% hits. AID 1813, 2009; in the data active = inhibition above about 60%;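 also: H4 neuroglioblastoma cells stably carrying SNCA 5'UTR luciferase fusion; 0% = DMSO wells and 100% = positive control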
HSF1 activator – HSF-1 activators, primary screen, NIH3T3-HGL cells, MG132 stress, luminescence, single point | 300,000 compounds, 1.7% hits | activation, % at 9 µM | AID 504408, 2011 | NIH3T3-HGL HSF-1 luciferase reporter, 8 h; 100% = twice DMSO control signal;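 active = mean replicate activation of at least 50% with a set share of replicates each reaching 50%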;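 also: 0% = median of the neutral control wells and 100% = twice that signal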
HSP90 refold inh – HSP90 inhibitors, primary screen, cell lysate, luminescence. AID 1789, 2009. 290,000 compounds, 0.91% hits. inhibition, % at 5.6 µM. Rabbit reticulocyte lysate, luciferase refolding luminescence, 3 h. Heat shock protein HSP 90 (rabbit reticulocyte lysate; luciferase refolding);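 active = inhibition above the screen-wide mean plus 3 SD, computed separately per campaign, cut at about 16% in these data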;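 also: 0% = DMSO wells and 100% = 60 µM geldanamycin wells; inhibitors lower the luminescence because luciferase stays unfolded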
GSK3B inh – human GSK3beta kinase inhibitors, primary screen, biochemical, cell-free homogeneous, HTS; Glycogen synthase kinase-3 beta (Homo sapiens), P49841; GST-GSK3beta kinase, ADP-Glo luminescence, 60 min; active compounds read low; activity score (negative = inhibition), % at 10 µM; 300,000 compounds, 0.038% hits;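 active = more than half of replicate wells score below -50%, meaning over 50% inhibition versus plate controls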;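 also: 0% = median DMSO wells and -100% = median GW8510 positive control wells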
Target sequence (P49841 whole entry, looked up): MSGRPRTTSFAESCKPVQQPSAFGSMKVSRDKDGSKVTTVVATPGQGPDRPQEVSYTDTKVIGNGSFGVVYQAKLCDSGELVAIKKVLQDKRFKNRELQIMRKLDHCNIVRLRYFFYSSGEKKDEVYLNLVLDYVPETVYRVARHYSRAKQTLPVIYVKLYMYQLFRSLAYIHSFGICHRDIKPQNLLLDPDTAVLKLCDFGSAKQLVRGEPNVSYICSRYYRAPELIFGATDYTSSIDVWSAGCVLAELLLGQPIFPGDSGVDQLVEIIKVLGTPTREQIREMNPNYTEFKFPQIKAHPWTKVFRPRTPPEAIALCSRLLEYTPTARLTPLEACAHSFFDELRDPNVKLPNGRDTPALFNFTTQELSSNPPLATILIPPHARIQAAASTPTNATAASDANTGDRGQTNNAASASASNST
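Assay system: GST-tagged human GSK3beta kinase, cell-free; Input: 1.6 ng GSK3beta; Medium: Tris/MgCl2 kinase buffer; Timing: 60 min enzyme reaction, room temperature; Signal: ADP-Glo luminescence quantifying ADP generated by kinase; Evaluation: score relative to plate controls; Benchmarks: DMSO neutral wells and GW8510 at 20 µM as positive.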
AI-2 QS mod – Vibrio harveyi AI-2 quorum sensing modulators, primary screen, JMH597 strain, luminescence/OD600 ratio. Vibrio harveyi JMH597 AI-2 luminescence/OD600 ratio, 9 h; active compounds read low; strain lacks LuxN and CqsS sensors; 0 = neutral-control median. activity change, % at 7.5 µM. 300,000 compounds, 0.4% hits. AID 2094, 2009; in the data active = activity change below about -75%, passing the limit was not always enough;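 also: luminescence divided by OD600 gain over 9 h not by final OD600 alone; inactives centre near 13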
IEC-6 tox – cytotoxicity in IEC-6 intestinal epithelial cells, primary screen, cytotoxicity control for KLF5 inhibitor project, cell-based, luminescence. IEC-6 cytotoxicity, luminescence viability. inhibition, % at 5 µM. 290,000 compounds, 0.78% hits. AID 1825, 2009; in the data active = inhibition above about 22%;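 also: 0% = plate median of test compound wells and 100% = cytotoxic reference compound wells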
GSK3A inh – blockers of GSK3A enzyme activity – biochemical, luminescence, cell-free homogeneous, HTS, primary screen. Glycogen synthase kinase-3 alpha (Homo sapiens), P49840. GSK-3 alpha kinase, ADP-Glo luminescence, 60 min. inhibition, % at 10 µM. 320,000 compounds, 0.1% hits. AID 2650, 2010;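 in the data active = inhibition above about 50%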;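 also: GST-tagged GSK-3 alpha with peptide substrate and 25 µM ATP; 0% = DMSO neutral wells and 100% = GW8510 positive control wells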
Target sequence (P49840 whole entry, looked up): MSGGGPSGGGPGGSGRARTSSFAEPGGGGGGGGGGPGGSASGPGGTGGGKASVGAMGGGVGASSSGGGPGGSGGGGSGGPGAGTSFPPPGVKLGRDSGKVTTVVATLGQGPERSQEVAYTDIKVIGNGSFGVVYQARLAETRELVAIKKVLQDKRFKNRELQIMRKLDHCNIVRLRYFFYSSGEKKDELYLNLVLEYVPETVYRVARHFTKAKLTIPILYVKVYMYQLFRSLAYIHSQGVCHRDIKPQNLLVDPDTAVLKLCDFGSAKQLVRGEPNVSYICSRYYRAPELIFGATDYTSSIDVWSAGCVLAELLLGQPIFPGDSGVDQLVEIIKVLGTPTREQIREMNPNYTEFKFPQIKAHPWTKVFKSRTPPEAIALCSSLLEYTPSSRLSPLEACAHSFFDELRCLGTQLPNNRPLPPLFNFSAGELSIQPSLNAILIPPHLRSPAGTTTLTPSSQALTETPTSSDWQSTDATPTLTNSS
HSF1 inh – HSF1 inhibitors in luciferase reporter cells, primary screen, cell-based, NIH3T3, luminescence; AID 2098, 2009; 300,000 compounds, 0.77% hits; activity change, negative = inhibition, % at 7.5 µM (by protocol); NIH3T3-HGL HSE-luciferase, MG132-induced, luminescence 8 h; active compounds read low;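 active = more than half of replicate wells show activity change below -50%, luminescence cut by over half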;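 also: luciferase reports HSF-1 transcriptional activity via heat shock element; 0% = median of DMSO wells and -100% = zero luminescence signal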
* hit, by the source's call; . = not tested or not shown.

SMILES	HIF activator	KLF5 inh	aSyn 5UTR inh	HSF1 activator	HSP90 refold inh	GSK3B inh	AI-2 QS mod	IEC-6 tox	GSK3A inh	HSF1 inh
O=C(COC(=O)c1cccc(Cl)c1)Nc1cc(Cl)ccc1Oc1ccccc1	-0.3	-8	-10	16	6	0	33	15	-4	-4
Cc1cc(C)cc(NC(=O)Cc2ccc(-n3cccc3)cc2)c1	-0.8	-22	8	19	4	-1	-4	-1	0	-3
CC(C)(C)NC(=O)C12CCC(C)(c3nc4ccccc4nc31)C2(C)C (centres undefined)	-0.1	1	8	2	0	-3	12	0	3	-8
Cc1ccc2c(c1)C(c1ccc(O)cc1)(c1ccc(O)cc1)C(=O)N2C	-0.3	-37	9	5	6	-4	12	-2	-4	-6
CN(C)S(=O)(=O)Oc1ccccc1C(=O)Nc1cccc(C(F)(F)F)c1	-0.3	15	0	21	2	1	19	2	-3	16
CC(=O)Nc1ccc(S(=O)(=O)N2CCCC(C(=O)N3CCN(c4ccccc4)CC3)C2)cc1 (centres undefined)	0.3	-18	-3	-25	5	-4	13	7	1	-6
CCNC(=O)C(=O)Nc1cc2c3c(c1)CCC(=O)N3CCC2	-0.2	-4	11	5	-3	-2	17	-5	0	0
COc1ccc(-c2cc(C3CCN(Cc4cccc(C(F)(F)F)c4)CC3)[nH]n2)cc1	-0.3	-3	11	-2	-3	1	23	1	0	-13
COc1ccc(OC)c(S(=O)(=O)N2Cc3ccccc3CC2C(=O)O)c1 (centres undefined)	-1.1	-9	-10	-17	1	-6	22	9	-1	-11
COC(=O)C1=C(N)Oc2cc(C)[nH]c(=O)c2C1c1ccccc1OC (centres undefined)	0.3	-6	-9	6	-2	3	10	1	-2	-7
CC(=O)C1=C(O)C(=O)N(CO)C1c1ccccc1F (centres undefined)	-0.4	-17	13	-8	3	3	23	3	-3	-9
CCO[C@H]1OC(C(N)=O)=C[C@@H](C(C)(C)C)[C@@H]1CCCO	0.2	.	-3	-3	.	2	23	.	-3	1
Cc1cc(-c2csc(NC(=O)c3ccc(S(=O)(=O)N(C)C)cc3)n2)c(C)n1-c1ccccc1	-22	-13	-17	-21	22*	2	32	-4	-1	-15
Cc1ccc(C(=O)Nc2c(-c3cccs3)nc3cc(C)ccn23)cc1	0.2	4	37	-12	0	2	14	2	-2	-9
COc1cc(C(=O)NC(CCSC)C(=O)OCC(=O)C(C)(C)C)cc(OC)c1OC (centres undefined)	-0.8	-11	7	-8	2	-1	21	7	-4	-3
CC(C)(C)c1ccc(C(=O)Nc2ccc(Cl)cc2)cc1	3.1	-93	-110	34	-5	4	18	6	-1	22
COC(=O)c1ccccc1NC(=O)COc1ccc2c(c1)OCO2	1.4	-25	7	-4	2	-1	8	-5	5	-17
CNS(=O)(=O)c1cccc(C(=O)OCC(=O)c2ccc(S(=O)(=O)N3CCCCC3)cc2)c1	-0.3	.	-4	3	.	4	37	.	-1	7
CC(=O)Nc1cccc(NC(=O)CSc2ccc(-c3cccnc3)nn2)c1	1.1	-21	13	-7	-2	-1	-1	3	-5	-7
O=C(c1ccccc1)c1c[nH]c(C(=O)NCCCN2CCOCC2)c1	0.2	-22	6	-13	-6	-7	20	-5	8	-7

Further structures follow:
SMILES	HIF activator	KLF5 inh	aSyn 5UTR inh	HSF1 activator	HSP90 refold inh	GSK3B inh	AI-2 QS mod	IEC-6 tox	GSK3A inh	HSF1 inh
Cc1ccc(S(=O)(=O)N(C)c2ccc(C(=O)NCc3cccnc3)cc2)cc1	-0.4	-45	0	5	-2	2	10	-5	-2	6
CC(=O)Oc1ccc(C(=O)Nc2ccccc2C(=O)N2CCCCC2)cc1	-0.9	-9	0	-11	2	1	13	-8	-2	-3
CCC(Oc1ccccc1)C(=O)OCC(=O)N(CC)c1c(N)n(Cc2ccccc2)c(=O)[nH]c1=O (centres undefined)	-0.5	.	1	-3	.	0	20	.	2	-1
CC1CC(C)CN(S(=O)(=O)c2ccc(NC(=O)C3CSC4(C)CCC(=O)N34)cc2)C1 (centres undefined)	-0.2	.	16	-13	.	1	1	.	0	0
COc1ccc(NC2CC(=O)N(c3cc([N+](=O)[O-])ccc3C)C2=O)cc1 (centres undefined)	0.5	-15	-6	-4	-2	-23	24	6	2	1
COc1ccc(NC(=O)CSc2nnc(-c3cccnc3)o2)c(OC)c1	-2.0	.	-5	2	.	3	28	.	0	1
COc1ccc(C(=S)N2CCCCC2)cc1Br	-0.1	-15	5	-12	2	1	14	-1	-2	-3
C/C(=N\NS(=O)(=O)c1cccc([N+](=O)[O-])c1)c1cc2ccccc2o1	0.8	-9	-30	-6	1	7	6	3	-3	3
CCOC(=O)c1c(NC(=O)CSc2nnc(CNC(=O)c3ccco3)n2C)sc2c1CCC2	0.0	-20	40	-5	-1	0	10	-1	0	2
Cc1nc2c(C)cccc2cc1C(=O)N/N=C/c1ccc(O)cc1	0.6	-3	-21	-2	-3	1	-3	4	-2	0
O=C(Nc1ccc(S(=O)(=O)N2CCCC2)cc1)Nc1ccc(F)cc1F	0.0	-39	-4	0	-5	12	-96*	2	0	1
CCCC(C(=O)NCc1ccccc1)N(C(=O)Cn1nnc(-c2cccs2)n1)c1ccc2c(c1)OCCO2 (centres undefined)	.	-40	.	.	-2	.	.	-2	-4	.
COc1ccc(CNC(=O)CS(=O)Cc2nc(-c3ccc(OC)c(OC)c3)oc2C)cc1 (centres undefined)	0.0	5	0	12	3	2	12	12	-2	0
Cc1nnc2sc(SCc3ccccc3)nn2c1=O	-0.1	28	-37	44	-4	0	37	-5	1	25
O=C(CSc1nnc(CNC(=O)c2ccc(F)cc2)o1)NCC1CCCO1 (centres undefined)	-0.3	-21	13	-1	0	3	25	4	1	-3
Cc1n[nH]c(=S)n1/N=C/c1ccc(OCc2ccc(Cl)cc2)cc1	0.6	-35	-99	48	-3	4	5	-8	2	10
O=C(O)c1ccc(-n2c(-c3ccccc3)n[nH]c2=S)cc1	-0.2	-7	9	-22	-2	0	27	2	-2	-7
COc1cccc(CN(C(=O)c2cccs2)C2CCS(=O)(=O)C2)c1 (centres undefined)	-0.2	-3	21	-6	-2	-2	-4	7	0	4
O=C(c1ccc(S(=O)(=O)Nc2ccccc2)cc1)N1CCCCCCC1	-0.4	-14	6	-6	3	0	12	2	-1	3
COc1ncnc(-c2ccccc2)c1-c1ccccc1	0.1	.	16	-5	.	3	2	.	-1	-9

Additional entries follow.
SMILES	HIF activator	KLF5 inh	aSyn 5UTR inh	HSF1 activator	HSP90 refold inh	GSK3B inh	AI-2 QS mod	IEC-6 tox	GSK3A inh	HSF1 inh
COc1ccccc1CCn1c(N)c(C#N)c2nc3ccccc3nc21	-0.1	-2	36	-2	4	-4	8	1	-1	8
O=C(c1cc2c(s1)CCC2)N1CCN(c2ccccc2)CC1	0.0	10	-13	12	-6	3	1	0	-2	13
CC(C)(C)c1csc(NC(=O)CS(=O)(=O)c2ccccc2)n1	3.2	-91	-44	5	-1	-1	9	-6	-4	5
c1ccc(-c2csc(Nc3ncccn3)n2)cc1	1.9	-18	-66	42	2	-3	20	-7	-1	24
COCCN(C(=O)c1csnn1)C(C(=O)NC1CCCCC1)c1ccccc1F (centres undefined)	-34	27	-5	15	1	.	.	0	4	-1
Cc1cc(/C=N/n2cnnc2)c(C)n1-c1ccc(OCc2ccccc2F)cc1	0.7	-135	-82	1	3	-2	-5	2	1	-6
Cc1cc[n+](CC(=O)c2cccs2)cc1	-0.2	-37	7	-18	0	1	4	-1	-1	-4
O=C(N[C@@H](Cc1ccccc1)C(=O)O)c1ccc(C(F)(F)F)cc1	-2.2	-11	7	-3	8	3	21	2	.	0
CCC1CCC(NC(=O)Nc2cccc(OC)c2)CC1 (centres undefined)	1.7	-115	-193	62*	2	2	5	8	1	25
CCCC1(CCC)NC(=O)N(CC(=O)c2cc(C)n(-c3ccc4c(c3)OCO4)c2C)C1=O	-4.7	-4	-17	1	4	0	-8	4	-12	-3
CCOC(=O)N1CCN(c2nc3ccccn3c(=O)c2C=O)CC1	-0.4	12	-23	3	-3	-3	18	-2	0	9
Cc1nc2nc(SCC(=O)C(C)(C)C)[nH]c2cc1Br	0.3	-24	-22	13	-3	0	7	-5	-2	4
NNC(=O)c1cc(C23CC4CC(CC(C4)C2)C3)[nH]n1	1.0	-24	5	-12	5	0	27	2	1	-10
O=C1NC(=O)c2cc(NC(=O)c3cccc4ccccc34)ccc21	0.0	-7	-11	13	3	2	18	-5	-2	5
CN(c1ccc(C(=O)N2CCN(Cc3ccccc3)CC2)cc1)S(=O)(=O)c1ccc(Cl)cc1	-0.2	-11	6	1	3	0	-1	5	-2	11
Cc1cccc(/C=N/n2c(C)nnc2C)c1	0.5	-31	-20	-13	-4	-7	11	-3	0	-6
CCOc1ccc(-n2c(-c3ccc(Br)cc3)c[n+]3c2CCCCC3)cc1	-0.1	21	-7	16	1	-2	29	29*	2	-2
Cc1ccccc1OCCC(=O)N(CC(=O)Nc1ccccc1C(F)(F)F)Cc1ccco1	-0.8	.	-61	5	.	1	18	.	-1	2
COc1ccccc1NC(=O)C(=O)NCC(c1ccco1)N1CCc2ccccc21 (centres undefined)	-46	.	1	28	.	2	35	.	-3	19
CC(NC(=S)Nc1ccccc1C(F)(F)F)C1CC2CCC1C2 (centres undefined)	-0.8	10	-18	-11	1	1	2	9	1	2

(more compounds)
SMILES	HIF activator	KLF5 inh	aSyn 5UTR inh	HSF1 activator	HSP90 refold inh	GSK3B inh	AI-2 QS mod	IEC-6 tox	GSK3A inh	HSF1 inh
O=c1cc(CN2CCN(S(=O)(=O)c3ccccc3[N+](=O)[O-])CC2)nc2sccn12	0.6	-14	-5	-10	1	-2	24	-5	0	-5
O=C(CN(C(=O)CCC(=O)Nc1nccs1)c1ccc(F)c(Cl)c1)NCC1CCCO1 (centres undefined)	0.2	1	9	4	0	1	8	-8	1	-3
O=S(=O)(c1ccc(Cl)cc1)N1CCN(CCc2ccncc2)CC1	-0.2	-37	-2	-9	6	2	22	7	-1	-3
O=C(CCSc1ccccc1)Nc1ncccn1	0.0	-13	2	-11	-2	0	23	-2	-2	6
COc1ccc(-c2nc3ccccc3c(=O)n2CCOc2ccc(C)cc2C)cc1	0.5	-9	-25	15	2	1	9	4	2	7
CCOc1c(Cl)cc(CNCc2ccncc2)cc1OC	1.4	2	18	-7	1	0	21	5	1	-3
